Bioassay records (PubChem BioAssay)
NCOA1 inh – inhibitors of human steroid receptor coactivator 1 (SRC1). HEK293 GAL4-SRC1 luciferase reporter, luminescence. actives 0.12% (n = 360,000). AID 588354. inhibition, % at 3.6 µM;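 active means inhibition above the campaign mean plus 3 SD, with each screening campaign given its own cutoff, cut at about 60% in these data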;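 further: 0% = DMSO treated cells and 100% = gossypol at 36 µM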
NR5A2 inv ag – NR5A2 inverse agonism in reporter assay. O00482. HEK293T StAR-luciferase reporter, LRH-1 transfected, 24 h. inhibition, % at 3.6 µM. actives 0.13% (n = 360,000). AID 602396;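 active means inhibition above the mean inhibition of all tested compounds plus 3 SD, cut at about 73% in these data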;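 further: 0% = DMSO wells and 100% = reporter-only cells lacking LRH-1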
NR2F2 inh – inhibitors of human COUP-TFII (NR2F2). P24468. HEK293T NGFI-A luciferase reporter, luminescence. inhibition, % at 8.6 µM. actives 0.7% (n = 370,000);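 active means inhibition above a per-plate cutoff, mean inhibition of test wells between control levels plus 3 SD, cut at about 38% in these data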;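 further: cells cotransfected with COUP-TFII expression vector driving the NGFI-A reporter; 0% = median of COUP-TF2 test wells and 100% = reporter-only cells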
Target sequence (P24468 whole entry, looked up): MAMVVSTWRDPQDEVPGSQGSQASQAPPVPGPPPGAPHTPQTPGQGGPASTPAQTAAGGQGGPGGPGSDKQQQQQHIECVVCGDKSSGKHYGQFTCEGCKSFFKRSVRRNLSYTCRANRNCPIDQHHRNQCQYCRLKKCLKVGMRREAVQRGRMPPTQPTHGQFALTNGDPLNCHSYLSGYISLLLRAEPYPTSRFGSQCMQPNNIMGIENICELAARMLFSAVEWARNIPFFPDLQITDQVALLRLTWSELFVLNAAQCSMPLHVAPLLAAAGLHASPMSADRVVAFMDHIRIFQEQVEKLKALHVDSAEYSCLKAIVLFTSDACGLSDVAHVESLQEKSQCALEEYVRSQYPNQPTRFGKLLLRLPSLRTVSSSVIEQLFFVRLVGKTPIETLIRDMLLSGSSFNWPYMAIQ
TROY NFkB inh – TROY signaling inhibition; Q293 LMP1-TROYcd NF-kB luciferase reporter, 4 h; actives 0.98% (n = 360,000); inhibition, % at 10 µM; AID 1347056;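 active means compounds whose plate-normalised and pattern-corrected inhibition of the luciferase reporter signal at the single screening dose is 50% or more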
TLR9-MyD88 inh – inhibitors of human TLR9-MyD88 binding. Q9NR96+Q99836. CHO BLA complementation TLR9-MyD88, CCF4 FRET ratio. inhibition, % at 4.98 µM. actives 0.21% (n = 340,000);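 active means inhibition above the mean over all tested compounds plus 3 SD, cut at about 21% in these data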;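 further: 0% = DMSO only wells and 100% = clavulanate BLA inhibitor control wells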
TRAIL sens C8 – sensitizes caspase-8 expressing cells to TRAIL. NB7+C8 cells + TRAIL, ATPlite viability luminescence. inhibition (viability loss, TRAIL sensitization), % at 10 µM. actives 1% (n = 360,000). AID 624354;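 active means compounds causing at least 50% loss of cell viability in the single-dose screen, relative to plate controls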
LMP1 NFkB inh – reduces LMP1-driven NF-kappaB luciferase signal; inhibition, % at 12.5 µM; AID 504558; actives 0.69% (n = 350,000); LMP1-induced NF-kappaB luciferase reporter cells, luminescence; in the data active means inhibition above about 41%;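 further: 0% = neutral control wells and 100% = reference inhibitor control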
SRC3 inh – inhibitors of human steroid receptor coactivator 3 (SRC3) | inhibition, % at 3.6 µM | actives 0.17% (n = 360,000) | HEK293 GAL4-SRC3 luciferase reporter, luminescence;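 active means inhibition above a per-campaign cutoff, the mean of all compounds plus 3 SD, cut at about 60% in these data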;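 further: 0% = DMSO-treated cells and 100% = gossypol-treated cells at 36 µM; higher means less SRC3-driven luciferase light from the GAL4 reporter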
NOD2-RIPK2 inh – blocks binding of human NOD2 to RIPK2. actives 0.38% (n = 360,000). O43353. inhibition, % at 4.98 µM. CHO BLA complementation NOD2-RIPK2, CCF4 ratio; in the data active means inhibition above about 21%;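 further: 0% = vehicle only and 100% = reference blocker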
Target sequence (O43353 whole entry, looked up): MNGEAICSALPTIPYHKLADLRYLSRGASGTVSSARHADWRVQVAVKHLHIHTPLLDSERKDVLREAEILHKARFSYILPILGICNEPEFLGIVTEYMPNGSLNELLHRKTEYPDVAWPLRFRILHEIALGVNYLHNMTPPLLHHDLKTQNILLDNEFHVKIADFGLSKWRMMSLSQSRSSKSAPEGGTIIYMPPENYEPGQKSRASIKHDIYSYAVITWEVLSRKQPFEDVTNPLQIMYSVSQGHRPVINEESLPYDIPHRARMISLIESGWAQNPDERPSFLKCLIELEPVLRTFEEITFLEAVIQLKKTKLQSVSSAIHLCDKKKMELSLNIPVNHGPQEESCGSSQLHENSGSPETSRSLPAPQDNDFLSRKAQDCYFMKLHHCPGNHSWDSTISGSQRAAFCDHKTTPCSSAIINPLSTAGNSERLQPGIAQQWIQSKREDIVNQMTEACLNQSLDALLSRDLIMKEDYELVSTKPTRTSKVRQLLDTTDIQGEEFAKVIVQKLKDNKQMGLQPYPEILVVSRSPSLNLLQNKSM
NCOA2 inhibitor – human SRC2 (NCOA2) inhibition; HEK293 GAL4-SRC2 luciferase reporter, luminescence; Q15596; actives 0.17% (n = 370,000); inhibition, % at 9 µM; AID 651957;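 active means inhibition above the mean inhibition of all tested compounds plus 3 SD, set per campaign, cut at about 52% in these data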;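 further: 0% = DMSO treated cells and 100% = cells given Gossypol at 36 µM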
Vif inh – HIV Vif inhibition; HEK293T cells, Vif self-association by quenched fluorescence, imaging, 24 h; inhibition, % at 7.49 µM; actives 0.35% (n = 340,000); AID 602346; in the data active means inhibition above about 50%, passing the limit was not always enough; further: some results filed as inactive read as strong as hits
An asterisk follows results filed as active; nt = no result given. Some of the compounds tested. The share of hits here may be higher or lower than overall.

SMILES	NCOA1 inh	NR5A2 inv ag	NR2F2 inh	TROY NFkB inh	TLR9-MyD88 inh	TRAIL sens C8	LMP1 NFkB inh	SRC3 inh	NOD2-RIPK2 inh	NCOA2 inhibitor	Vif inh
Cc1cc(C(=O)CSc2n[nH]c(N)n2)c(C)n1-c1ccc(F)cc1	-57	-48	-35	-21	-1	16	-15	-45	-3	-9	-6
O=C(Nc1ccc(Cl)c(C(F)(F)F)c1)[C@@H]1CC=C[C@@H]2CCN(C3CCCCC3)C(=O)[C@@H]21	-9	-11	-8	14	3	9	-2	1	-13	7	-1
CCn1c(SCC(=O)NCc2ccc3c(c2)OCO3)nnc1-c1ccco1	-22	10	-14	-6	-5	-1	1	15	-14	-12	15
CCOCc1nnc(NC(=O)C2CCN(C(=O)C3CC(=O)N(c4ccc(C)cc4)C3)CC2)s1 (centres undefined)	4	-4	-4	-16	-8	-2	-2	-8	5	-11	-3
Cc1ccc(NC(=O)COC(=O)c2cc(Cl)cc(Cl)c2)c(Br)c1	3	27	2	-14	3	0	-5	6	0	12	-4
NC(=O)CSc1nc(-c2ccccc2Cl)ns1	-49	-55	-22	-40	-2	-3	-18	-46	2	-24	nt
COc1ccc(OC)c(NC(=O)c2c(NC(=O)CNCc3ccco3)sc3c2CCC3)c1	-12	4	0	24	0	2	1	-10	-5	-6	2
CCOc1ccc(C(=O)NC2CCN(CC(=O)NCc3cccs3)CC2)cc1	-11	5	-3	18	-8	9	-1	9	-2	-22	-1
O=C(CNC(=O)c1cccs1)N/N=C/c1ccco1	13	-5	13	-18	-17	0	3	-2	-10	1	6
COC(=O)c1ccc(=O)n(-c2ccc(OC)cc2)c1	-15	-1	-9	0	0	5	6	5	3	-21	12
CCCn1c(SCC(=O)NCCc2ccccc2)nnc1C(C)C	-23	0	4	4	-7	5	-9	13	-6	16	-4
CC1(C)CC(=O)C=C(c2ccc(-c3ccc(S(C)(=O)=O)cc3)cc2)C1=O	-12	20	7	-36	3	23	0	-27	-4	-30	nt
COc1ccc(NS(=O)(=O)c2ccc(C)c(C(=O)NNC(=O)c3ccccc3O)c2)cc1	24	6	-13	-29	1	-7	0	9	-1	-18	-10
CCCNC(=O)C1(C)CCN(C(=O)c2cc(C(C)(C)C)nn2C)C1 (centres undefined)	-3	22	7	1	nt	-17	nt	9	-10	-7	7
COc1ccc(OC)c(CN2CCN(C(=O)c3cccc4ccccc34)CC2)c1	1	3	18	-1	-3	-2	-3	16	5	-4	4
O=C(C[n+]1cccc2ccccc21)c1ccc([N+](=O)[O-])cc1	-18	10	27	0	11	1	6	-15	-6	6	-5
O=C(NCc1ccccc1)c1cc(C2COCCN2C(=O)CCc2ccccc2)on1 (centres undefined)	5	13	5	-5	nt	-4	nt	9	-3	-4	-3
Cc1nn(CCCC(=O)NCCCN2CCN(C)CC2)c(=O)c2c1sc1ccccc12	18	3	-15	6	4	2	4	-24	-9	-6	-10
Cc1cnc(C(=O)Nc2ccc(C)c(S(=O)(=O)N(C)C)c2)cn1	4	-3	-10	-40	-3	-8	-5	19	4	-13	8
Cc1ccc(NC(=O)NN2CCN(C)CC2)cc1C	-3	-2	8	-5	5	-4	4	-9	-10	-20	-6
COc1ccccc1CNC(=O)C1(NC(=O)Nc2ccc(C)cc2)CCCCC1	-18	4	-3	-9	-1	8	-2	3	-8	-14	0
COc1cc2[nH]c(C(=O)N3CCc4ccccc43)cc2c(OC)c1OC	-40	-40	-9	-71	-16	47	-8	-31	-1	-29	-3
O=C(CN1CCN(C(=O)c2ccccc2F)CC1)Nc1ccc(Br)cc1	-7	21	1	2	-4	4	-7	10	0	-11	-1
Cc1ccc(S(=O)(=O)NOCc2ccccc2)cc1	-9	-7	3	-12	-10	16	-4	-3	-10	-3	4
Cc1cc(=O)n2c(n1)NC(=NCc1ccccc1)NC2c1ccccc1 (centres undefined)	2	-14	13	9	nt	-11	nt	26	-9	-6	9
CCCC[n+]1c2ccccc2cc2ccccc21	-8	3	26	43	-15	13	2	-25	-2	23	-4
C=CCSc1nnc2nc3c(nn12)c1cc(C)ccc1n3CC=C	5	5	13	-16	2	3	13	-21	2	-11	29
COc1ccc(CNc2nc3nc(C)c(Cl)c(=O)n3[nH]2)cc1	-7	-18	-8	-20	1	3	-2	23	2	-11	-4
CCCCC(c1nnnn1CC1CCCO1)N1CCN(c2nc3ccccc3s2)CC1 (centres undefined)	-10	-7	4	14	1	7	8	9	0	-1	10
NC(=O)CSC1=Nc2ccccc2C2=NC(CCC(=O)NCc3ccc(F)cc3)C(=O)N12 (centres undefined)	-3	5	-13	-6	7	-13	3	14	-1	-15	-4
COc1ccc(C2C(C(C)=O)=C(O)C(=O)N2c2nccs2)cc1 (centres undefined)	-11	12	9	-34	6	-13	1	7	-14	-12	2
COc1ccc(N2CCN(C(=O)COC(=O)COc3cc(C)cc(C)c3)CC2)cc1	-13	16	-8	-3	-6	-26	-6	7	0	0	22
CC(C)c1ccc(NC(=O)CN2C(=O)NC3(CCCCCCC3)C2=O)cc1	0	13	6	-6	-11	0	-8	-4	-5	15	12
COc1ccc(OC)c(N(CC(=O)NCc2ccccn2)S(C)(=O)=O)c1	-12	7	10	2	-7	-4	13	1	-1	-37	-1
Cn1c(=O)[nH]c(=O)c2c1ncn2CCN1CCCCC1	-12	2	-4	6	-5	-12	0	-3	2	7	0
COc1cc(/C=N/NC(=S)NCC2CCCO2)cc(OC)c1OC (centres undefined)	-14	22	-6	-18	-1	-7	10	17	-8	2	0
Brc1ccc(C2C3=C(Nc4ncnn42)c2ccccc2OC3c2ccncc2)cc1 (centres undefined)	-14	1	17	17	2	10	6	21	-2	-6	-9
CN(C)c1nc2c(N)ncnc2n1C1OC(CO)C(O)C1O (centres undefined)	11	-19	4	12	-7	10	0	-11	-16	7	12
C[C@]12C(=O)N(c3ccc(F)cc3)C(=O)N1[C@@H]1c3ccccc3OC[C@@H]1[C@H]2c1ccccc1	-1	-32	1	-12	0	4	1	1	-6	-6	3
CSc1ccccc1NC(=O)c1onc(C)c1Cl	-3	-7	3	1	17	2	-7	-16	0	0	9

Complete entries from above. Order of screens: NCOA1 inh | NR5A2 inv ag | NR2F2 inh | TROY NFkB inh | TLR9-MyD88 inh | TRAIL sens C8 | LMP1 NFkB inh | SRC3 inh | NOD2-RIPK2 inh | NCOA2 inhibitor | Vif inh
C[C@]12C(=O)N(c3ccc(F)cc3)C(=O)N1[C@@H]1c3ccccc3OC[C@@H]1[C@H]2c1ccccc1 in the list: -1 | -32 | 1 | -12 | 0 | 4 | 1 | 1 | -6 | -6 | 3
COc1ccc(C2C(C(C)=O)=C(O)C(=O)N2c2nccs2)cc1 (centres undefined) in the list: -11 | 12 | 9 | -34 | 6 | -13 | 1 | 7 | -14 | -12 | 2
COc1cc2[nH]c(C(=O)N3CCc4ccccc43)cc2c(OC)c1OC in the list: -40 | -40 | -9 | -71 | -16 | 47 | -8 | -31 | -1 | -29 | -3

The list continues:
SMILES	NCOA1 inh	NR5A2 inv ag	NR2F2 inh	TROY NFkB inh	TLR9-MyD88 inh	TRAIL sens C8	LMP1 NFkB inh	SRC3 inh	NOD2-RIPK2 inh	NCOA2 inhibitor	Vif inh
CCCC(=O)c1ccc(N2CCOCC2)c(F)c1	-13	-22	-8	-15	6	-3	-3	-2	-12	-7	-9
O=S(=O)(Nc1cccc2cn[nH]c12)c1ccc(F)cc1	-16	-6	-2	13	-1	1	3	0	-12	0	nt
CCCCN1C(=O)C(=O)N(CC(=O)Nc2cccc(C(C)=O)c2)C1=O	-8	4	1	-16	-10	13	2	19	-11	-24	-8
O=C(NC1CCCC1)c1ccc(Cn2c(=O)[nH]c3ccsc3c2=O)cc1	3	21	-19	-12	-6	11	-6	2	-13	18	-2
CCOC(=O)c1oc2nc(C(C)C)c3c(c2c1N)CC(C)(C)OC3	4	-7	4	-14	3	0	3	-5	-5	-24	12
Cc1ccc(S(=O)(=O)c2cc3c(=O)n4cccc(C)c4nc3n(C3CCCCC3)c2=N)cc1	-9	8	nt	1	-5	-19	6	5	-3	nt	20
Nc1nc(NC(=O)CCC(=O)O)nn1-c1ccccc1	-1	-5	7	-1	1	12	1	11	-9	16	-3
CCOC(=O)N1CCN(C(=O)CNC(=O)c2nn(-c3ccc(OC)c(OC)c3)c(=O)c3ccccc23)CC1	-12	-11	-4	-2	-6	13	-5	-15	-7	-17	5
Cc1nnc2n(c1=O)C(CS(=O)(=O)c1ccc3ccccc3c1)CS2 (centres undefined)	-6	-4	-10	-6	-1	-1	1	13	-1	0	2
CSCCC1NC(=O)N(CC(=O)Nc2ccc(Cl)c(S(=O)(=O)N3CCOCC3)c2)C1=O (centres undefined)	-3	7	5	13	-1	4	-8	8	-3	17	-1
CCCCCCCC[n+]1cccc(C(=O)N2c3c(nc(N)[nH]c3=O)NC(C)C2C)c1 (centres undefined)	6	4	-3	12	4	4	0	7	-1	1	-8
O=C(CN1CCN(S(=O)(=O)c2ccc(F)cc2)CC1)Nc1ccc2c(c1)OCO2	-23	21	16	5	3	8	-1	12	-1	18	2
COc1ccc(Cl)cc1NC(=O)c1nnn(CC(=O)Nc2ccc(C)c(C)c2)c1N	-16	17	-5	-10	-2	-20	-3	-21	-10	7	-2
O=C(NNC(=O)C1CCCO1)c1ccc(Cl)cc1 (centres undefined)	-7	-29	23	-6	-8	1	13	10	-1	-15	-9
O=C(O)C1=C(C(=O)N2CCN(C(=O)c3ccco3)CC2)CCCC1	-15	13	6	4	7	-5	3	-14	-4	19	-3
CCOc1ccc(NC(=O)c2cccc(-n3cnnn3)c2)cc1	9	-7	3	-8	-21	-3	0	2	2	-7	-11
CCN(CC)c1ccc(/C=N/Nc2nn[nH]n2)cc1	-20	3	-16	-19	-4	10	-6	-13	0	42	7
CCC(C(=O)NCc1ccco1)N(C(=O)CNS(=O)(=O)c1ccccc1)C1CCCCC1 (centres undefined)	-7	3	-13	3	-6	-1	-6	5	4	2	0
CCCCN=Cc1c(C)[nH]n(-c2ccccc2)c1=S	-12	27	0	-2	0	-14	1	20	-3	12	-5
Cc1cc(O)cc2c1C(c1ccc(F)cc1)CC1(CC(C)(C)NC(=S)N1)O2 (centres undefined)	-7	5	nt	9	-3	10	1	8	-8	nt	-2
COc1ccc(CNC(=O)COc2ccc(S(=O)(=O)NC(C)C)cc2)cc1	-12	4	0	12	9	-10	0	-6	-8	9	0
CCn1c(CNC(=O)c2ccc(OC)cc2)nnc1SC	-11	9	7	4	-4	1	-3	1	3	-16	-4
COc1ccc2c(c1)c([C@@H]1[C@H](C)[C@H]3CCCC[C@H]3CN1S(=O)(=O)c1ccc(C)cc1)cn2C	-26	2	7	13	3	9	4	-4	-6	4	-4
COc1ccc(OCC(=O)N/N=C(\C)c2cccs2)cc1	-5	-16	1	-37	-12	-11	3	-2	2	-1	-8
CCc1nc(CN(C)C(=O)C2CCC(=O)N(CCc3cccc(F)c3)C2)no1 (centres undefined)	-13	-8	-22	-19	-4	2	-2	12	1	-9	-4
CSc1ccc(CCNC(=O)c2ccc(CS(=O)Cc3ccccc3Cl)o2)cc1 (centres undefined)	-4	11	8	30	0	6	-5	6	-3	10	-15
CCN(CC(=O)Nc1ccccc1C(F)(F)F)C(=O)CSCc1c(C)noc1C	3	-19	12	-9	6	-5	2	3	3	2	-1
O=C(OCc1nc2ccccc2s1)c1ccc([N+](=O)[O-])o1	17	17	nt	13	-3	-5	-4	-19	-17	nt	0
